# Source: PubChem BioAssay (Sanford-Burnham Center for Chemical Genomics)
# mouse EphA4 binding = EphA4 ligand-binding antagonists – biochemical, colorimetric, mouse EphA4, primary screen (AID 689). 62,000 compounds, 0.1% hits. EphA4-AP binding to KYL peptide, pNPP A405; higher % means a stronger effect. inhibition, % at 10 µM; hits with a dose series show IC50 in µM; in the data active means a potency from the dose series; inactive means the rest, 99 in 100 with inhibition below about 22%
# Active calls of the source: *. The list is partial; the hit share may differ from the screen's.
SMILES,mouse EphA4 binding
C=CCOC(=O)C1=C(C)NC(=O)NC1C1CC=CCC1 (configuration not stated),-1%
Cc1ccc2nc(C)/c(=N\O)c(C)nc2c1,-10%
Cc1ccc(C)n1N1C(=O)/C(=C\c2ccc(Cl)cc2)SC1=S,-6%
CCOCCCNC(=O)c1c[nH]c2cc(C)ccc2c1=O,-2%
Cc1ccc2c(c1)c1c(n2CC(O)CN2C(=O)CNC2=O)C(=O)CCC1 (configuration not stated),-1%
OCCSc1nc(-c2cccnc2)nc2ccccc12,-5%
Cc1ccc2c(c1)-c1c(cnn1CC(=O)O)CO2,-3%
O=S(=O)(NCc1cn2ccsc2n1)c1ccc(Oc2ccccc2)cc1,-21%
Cc1c(-c2nnc(-c3ccc(C(F)(F)F)cc3)o2)cnn1-c1ccccc1,4%
Cc1cc(C(F)(F)F)nn1-c1nc(-c2ccco2)cc(C(F)(F)F)n1,-9%
CCCCCCCCOC(=O)CCn1[nH]c(=O)c2ccccc2c1=O,-4%
COC(=O)c1ccc2c(=O)n(Cc3ccco3)c(SCC(=O)Nc3ccccc3Cl)nc2c1,-7%
CCn1nnnc1SCC(=O)c1ccc2c(c1)OCCO2,-6%
CCOc1ccccc1NC(=O)c1ccc(F)c(S(=O)(=O)N2CCC3(CC2)OCCO3)c1,-10%
COc1ccc(O/C(=N\S(=O)(=O)c2ccccc2)c2ccccc2)cc1,-8%
COc1ccc(N(CC(=O)Nc2ccc3c(c2)OCCO3)S(=O)(=O)c2c(C)noc2C)cc1,-2%
O=C(CSc1nccn1-c1ncc(C(F)(F)F)cc1Cl)c1ccc(Cl)cc1,-6%
COc1ccccc1N1CCN(CC(=O)c2c(C)n(C)c3ccccc23)CC1,-4%
Cc1oc(-c2ccc(Cl)cc2)nc1CN1CCC(C(=O)NCCCN2CCOCC2)CC1,0%
Cc1cc(C(F)(F)F)nc(SCc2ccc(C(=O)O)o2)n1,-2%
COc1ccccc1OCCOCCOc1ccccc1OC,4%
Cc1cnc(NC(=O)COc2ccccc2Cl)s1,-10%
Cc1cccc(NC(=O)c2ccc(OCC(=O)NCc3ccccc3)cc2)c1C,-1%
CSc1nc(SC)c2c3c(oc2n1)COC(C)(C)C3,-8%
COc1ccc(S(=O)(=O)N2CCN(CC(=O)Nc3cc(C(F)(F)F)ccc3Cl)CC2)cc1,-4%
O=C(Nc1cc(Sc2nc3ccccc3s2)cc([N+](=O)[O-])c1)c1ccccc1F,-4%
CCOc1ccc(C(=O)Nc2ccc(N3CCOCC3)c(Cl)c2)cc1Cl,1%
CC(C)C(c1nnnn1C1CCCCC1)N1CCc2ccccc2C1 (configuration not stated),-9%
COc1ccc(N2CCCn3c2nc2c3c(=O)n(Cc3ccccc3F)c(=O)n2C)cc1,-6%
COc1cc2c(cc1NC(=O)c1ccc(I)cc1)oc1ccccc12,1%
CC(=O)N1CCC(N(C(=O)Nc2ccc(F)cc2)C2CCCC2)CC1,-6%
O=C(Nc1nc(N2C(=O)c3ccccc3C2=O)n(-c2ccccc2)n1)c1ccc(F)cc1,-9%
COc1ccc(NC(=O)COc2ccc(CNCCCN3CCOCC3)cc2OC)cc1,-14%
O=C(COc1ccc2ccc(=O)oc2c1)c1ccc(-c2ccccc2)cc1,-12%
c1c2c(cc3sc(N4CCOCC4)nc13)OCO2,0%
CCN(CC)S(=O)(=O)c1ccc(NC2c3ccccc3C(=O)N2Cc2ccco2)cc1 (configuration not stated),-4%
CCOc1cc(CN2CCN(CCOCCO)CC2)ccc1OC,-5%
O=C(NCc1cccnc1)c1cccnc1Sc1ccc(Cl)cc1,-13%
CCOC(=O)C1=C(N2CCCCC2)c2cc3c(n2C1=O)CCCC3,-7%
CC1=C(C#N)C(c2cn(-c3ccccc3)nc2-c2cccs2)C(C#N)=C(C)N1,-10%
CC(C)N1C(=O)CN(C2CCCCCC2)C(=O)C1c1ccccc1F (configuration not stated),8%
COc1ccc([N+](=O)[O-])cc1/C=N/NC(=O)/C(=C\c1cccs1)NC(=O)c1ccccc1,-11%
CCOC(=O)c1c(-c2ccc(F)cc2)cn2ccccc12,7%
O=C(c1ccccc1)c1ccc2nc(-c3cccnc3)[nH]c2c1,-4%
C=CCSc1nc(Oc2ccccc2)c2sccc2n1,-6%
O=C(c1ccc2c3c(cccc13)CC2)N1CCN(c2ccccn2)CC1,7%
CCCS(=O)(=O)N1CCN(C(=O)c2cccc(OC)c2)CC1,-4%
O=C(NCc1ccccc1)C1CCN(C(=O)NCc2ccccc2)CC1,-20%
CN1C(=O)/C(=C2\SC(=S)N(CC3CCCO3)C2=O)c2ccccc21 (configuration not stated),-3%
CCOc1ccccc1NC(=O)c1ccc(N(Cc2ccc(Cl)cc2)S(C)(=O)=O)cc1,-6%
CCCCNC(=O)Cn1c(=O)oc2cc(S(=O)(=O)N3CC(C)CC(C)C3)ccc21 (configuration not stated),-2%
O=C(Cc1ccc(-n2c(=O)[nH]c3ccccc3c2=O)cc1)N1CCN(c2cccc(Cl)c2)CC1,-13%
Cc1cc2c(c(SCC(=O)N(C)c3ccccc3)n1)C(=O)OC2,-13%
CCCc1cc(=O)oc2cc(OCc3c(F)cccc3Cl)ccc12,-3%
Cc1ccn2cc(-c3cccc(NC(=O)c4cc5cc(Br)ccc5oc4=O)c3)nc2c1,2%
CC(C)C1=NN(C(=O)c2ccccc2)C(O)(C(C)(C)C)C1 (configuration not stated),-16%
COc1ccc(N(CC(=O)Nc2cc(C)ccc2OC)S(=O)(=O)c2c(C)noc2C)cc1,2%
Clc1ccc(CN=C2Nc3ccccc3CS2)cc1,-4%
COc1ccc(CCN(C)C(=O)CSc2nccn2C)cc1OC,5%
Cc1cc(NC(=O)CCC(=O)N(c2cccc(F)c2)C(C(=O)NC2CCCC2)c2ccncc2)no1 (configuration not stated),-10%

# Another view of part of the listing above.
structure | mouse EphA4 binding
CCOc1ccccc1NC(=O)c1ccc(F)c(S(=O)(=O)N2CCC3(CC2)OCCO3)c1 | -10%
COc1ccc(O/C(=N\S(=O)(=O)c2ccccc2)c2ccccc2)cc1 | -8%
COc1ccc(N(CC(=O)Nc2ccc3c(c2)OCCO3)S(=O)(=O)c2c(C)noc2C)cc1 | -2%
O=C(CSc1nccn1-c1ncc(C(F)(F)F)cc1Cl)c1ccc(Cl)cc1 | -6%
COc1ccccc1N1CCN(CC(=O)c2c(C)n(C)c3ccccc23)CC1 | -4%
Cc1oc(-c2ccc(Cl)cc2)nc1CN1CCC(C(=O)NCCCN2CCOCC2)CC1 | 0%
Cc1cc(C(F)(F)F)nc(SCc2ccc(C(=O)O)o2)n1 | -2%
COc1ccccc1OCCOCCOc1ccccc1OC | 4%
Cc1cnc(NC(=O)COc2ccccc2Cl)s1 | -10%
Cc1cccc(NC(=O)c2ccc(OCC(=O)NCc3ccccc3)cc2)c1C | -1%
CSc1nc(SC)c2c3c(oc2n1)COC(C)(C)C3 | -8%
COc1ccc(S(=O)(=O)N2CCN(CC(=O)Nc3cc(C(F)(F)F)ccc3Cl)CC2)cc1 | -4%
O=C(Nc1cc(Sc2nc3ccccc3s2)cc([N+](=O)[O-])c1)c1ccccc1F | -4%
CCOc1ccc(C(=O)Nc2ccc(N3CCOCC3)c(Cl)c2)cc1Cl | 1%
CC(C)C(c1nnnn1C1CCCCC1)N1CCc2ccccc2C1 (configuration not stated) | -9%
COc1ccc(N2CCCn3c2nc2c3c(=O)n(Cc3ccccc3F)c(=O)n2C)cc1 | -6%
COc1cc2c(cc1NC(=O)c1ccc(I)cc1)oc1ccccc12 | 1%
CC(=O)N1CCC(N(C(=O)Nc2ccc(F)cc2)C2CCCC2)CC1 | -6%
O=C(Nc1nc(N2C(=O)c3ccccc3C2=O)n(-c2ccccc2)n1)c1ccc(F)cc1 | -9%
COc1ccc(NC(=O)COc2ccc(CNCCCN3CCOCC3)cc2OC)cc1 | -14%
O=C(COc1ccc2ccc(=O)oc2c1)c1ccc(-c2ccccc2)cc1 | -12%
c1c2c(cc3sc(N4CCOCC4)nc13)OCO2 | 0%
CCN(CC)S(=O)(=O)c1ccc(NC2c3ccccc3C(=O)N2Cc2ccco2)cc1 (configuration not stated) | -4%

# Further records follow:
SMILES,mouse EphA4 binding
CN(C)c1ccc(-c2nnn(CC(=O)Nc3ccccc3N3CCOCC3)n2)cc1,6%
O=C(NNC(=O)C1CCN(S(=O)(=O)c2ccc(Cl)cc2)CC1)c1ccc(Cl)cc1,-12%
Cc1ccc(NS(=O)(=O)c2ccc(C)c(C(=O)N3CCN(C)CC3)c2)cc1,-10%
Cc1ccccc1C1C(C#N)=C2NC(=O)c3c(sc4c3CCCCC4)N2C2=C1C(=O)CC(C)(C)C2 (configuration not stated),-6%
O=C(Cn1nc(Cl)nc1Cl)c1ccc2c(c1)OCCO2,-12%
Cc1cc(OCC(O)CN2CCN(C)CC2)ccc1C(C)C (configuration not stated),-8%
Cc1ccc(CSCCNC(=O)CCSc2ccccc2)cc1,-2%
Cn1c(N2CCOCC2)nc(-c2ccccc2)c1-c1ccccc1,-2%
Cc1ccccc1OCCNC(=O)Cc1cccc2ccccc12,-3%
COC(=O)c1sccc1NC(=O)CSc1cccc(Cl)c1Cl,-4%
NS(=O)(=O)c1ccc(CCNC(=O)CNC(=O)C2CCCCC2)cc1,0%
Cc1ccc(-c2nc(C#N)c(NCCc3ccccn3)o2)cc1,-8%
CCCC1(c2ccccc2)NC(=O)N(CCN2C(=O)c3ccccc3C2=O)C1=O (configuration not stated),-4%
CN1CCN(c2ccc([N+](=O)[O-])c(Sc3nc4ccccc4[nH]3)c2)CC1,-1%
C=CCSc1nnc(NC(=O)CSc2nc3ccccc3[nH]2)s1,-15%
O=C(Nc1cccs1)NC1CCCC1,0%
O=C(NC(Nc1ccc([N+](=O)[O-])cc1)C(Cl)(Cl)Cl)c1cccc(I)c1 (configuration not stated),-8%
O=C1C2C(C(=O)N1/N=C/c1ccc(Br)cc1)C1C=CC2C12CC2 (configuration not stated),-1%
O=C(Nc1ccccc1C(=O)N1CCCCC1)c1ccccc1Cl,-6%
CCOC(=O)N1CCN(C(=O)Cc2ccsc2)CC1,22%
Cc1cc2cc3c(cc2nc1SCC(=O)Nc1c(C)cccc1C)CCC3,-18%
CCc1ccc(-n2c(O)cnc2Nc2nc(C)cc(C)n2)cc1,-13%
COc1cc(CNCCc2ccc(S(N)(=O)=O)cc2)ccc1OCC(=O)NC1CCCCC1,-7%
CCOc1ccc(Nc2oc(-c3cccc(Cl)c3)nc2C#N)cc1,1%
CN1C(=O)CSc2ccc(NC(=O)Nc3ccccn3)cc21,-4%
COc1ccc(-c2nc3c(n2O)CCCC3=O)cc1OC,-17%
COC(=O)[C@H](CCSC)NC(=O)N1CCN(Cc2ccccc2)CC1,-22%
O=C(CN1CCN(S(=O)(=O)c2ccc(F)cc2)CC1)Nc1ccc(Cl)c(C(F)(F)F)c1,-22%
O=C(CCn1cccc1)Nc1nccs1,3%
CCN(CC)C(=O)COc1cc(C)cc2oc(=O)cc(-c3ccccc3)c12,0%
COCCOC(=O)c1c(C)n(C)c2ccc(OC(=O)c3ccco3)cc12,-16%
Cc1ccc(S(=O)(=O)N(c2cccc(C(F)(F)F)c2)C2C=CS(=O)(=O)C2)cc1 (configuration not stated),-4%
CSCCC(NC(=O)C1CC1)c1nc2ccccc2[nH]1 (configuration not stated),-10%
CC(=O)Oc1ccc(C(=O)Nc2cc([N+](=O)[O-])ccc2O)cc1,-2%
O=C(CCCCCN1C(=O)c2ccccc2C1=O)Nc1nccs1,-4%
O=C(Cn1nc(Cc2cccnc2)c2ccccc2c1=O)NCC1COc2ccccc2O1 (configuration not stated),-16%
O=C(Nc1cc(Oc2ccccc2)cc([N+](=O)[O-])c1)C12CC3CC(C1)CC(n1cnc(Cl)n1)(C3)C2,-7%
Cc1nn(Cc2ccccc2Cl)c2sc(C(=O)OC3CCCC3=O)cc12 (configuration not stated),17%
CCOc1ccc(-n2c(N)c(C(=O)NCc3ccco3)c3nc4ccccc4nc32)cc1,-6%
Cn1c(C(=O)N2CCCC(C(=O)NCc3cccs3)C2)cc2sccc21 (configuration not stated),4%
O=S(=O)(Cc1ccccc1)Nc1ccc(Br)cn1,3%
CC1(O)c2ccccc2C(=O)N1CCc1ccccc1F (configuration not stated),-7%
C=CCNC(=O)c1cccc(OCc2ccccc2)c1,12%
C=CCOc1cccc(C2C(C(=O)c3ccc(C)o3)=C(O)C(=O)N2Cc2ccncc2)c1 (configuration not stated),-9%
COc1ccc(C(C)=O)cc1CSc1nnc(-c2ccccc2O)n1-c1ccccc1,0%
O=C(NCc1ccco1)C1CCCN1C(=O)NCc1ccccc1 (configuration not stated),-8%
COc1ccccc1C1CC(c2ccccc2)Nc2ncnn21 (configuration not stated),-5%
CCCOC(=O)c1cc2ccccc2oc1=O,-5%
Cc1ccc(S(=O)(=O)N(CC(=O)NCc2ccco2)Cc2ccc(F)cc2)cc1,8%
O=C(O)CSc1cc(C(F)(F)F)nc(-c2ccccn2)n1,22%
COc1ccc(NC(=O)Cc2c(O)c3ccccc3[nH]c2=O)cc1,-9%
N#Cc1cc2c(nc1SCC(N)=O)CCCCC2,-2%
CC(=N\Nc1ccccc1)/C(=N/O)C(=O)Nc1ccccc1,-11%
COc1ccc(C(C)=O)cc1COC(=O)c1c(C)noc1C,-8%
CS(=O)(=O)c1ccc(C(=O)NC2CCOC2=O)cc1 (configuration not stated),-5%
O=C(NCCN1C(=O)C2C3C=CC(C3)C2C1=O)Nc1cccnc1 (configuration not stated),-4%
c1ccc2c(-c3ccncc3)c[nH]c2c1,4%
CC1=C(C(=O)Nc2ccc(Cl)cc2)C(c2ccc(F)cc2)NC(=O)N1 (configuration not stated),3%
CSc1ccccc1C(=O)NCc1ccc(S(N)(=O)=O)cc1,3%
CC1CCN(C(c2cc3cc4c(cc3[nH]c2=O)OCO4)c2nnnn2CC2CCCO2)CC1 (configuration not stated),-2%

# Further compounds follow:
SMILES,mouse EphA4 binding
COc1ccc(CNC(=O)COC(=O)c2cccnc2Nc2cccc(C(F)(F)F)c2)cc1,-20%
CCOC(=O)N1CCN(S(=O)(=O)c2ccc(C(=O)Nc3nc4c(s3)CC(C)CC4)cc2)CC1 (configuration not stated),-14%
N/C(=N\OC(=O)c1ccc(Cl)cc1)c1ccccn1,-9%
Cc1cccc(C)c1NC(=O)C(c1ccc(Cl)cc1Cl)N1CCCCC1 (configuration not stated),-4%
CCC1(C)Cc2ccccc2/C(=C/C(=O)NC)N1 (configuration not stated),-7%
COc1ccc(N=CC2=C(O)c3ccccc3C2=O)c(OC)c1,6%
